From PubChem
ERK EGF block: inhibitors of EGF-stimulated ERK signaling pathway; HEK293-V1b, EGF-stimulated phospho-ERK AlphaScreen; Potency, µM (top dose mostly 11.5 µM), inactives show top-dose activity change, negative = inhibition, actives largely listed as inhibitors; 130,000 tested, 0.41% active; active = well fitted inhibition curve with a large enough effect; inconclusive = small, poorly fitted or top-dose-only effect, or effect the other way;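 also: plate controls were stimulated vehicle wells for no effect and unstimulated vehicle basal for full effect; nearly all actives have a fitted effect of over 55% in size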
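Phospho-ERK1/2 measured by AlphaScreen (SureFire) after 5 min 25 nM EGF stimulation of V1b-expressing HEK293 cells preincubated 30 min at 37C with titrated compounds; data scaled to DMSO and EGF controls, Hill-fitted AC50.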
Active calls of the source: *; ? = inconclusive; & = joins results of further samples; [ ] = remark or other dose. Potency is read from the fitted curve at half-maximal effect. These rows are one share of the data (hit frequency here may not be typical).

SMILES | ERK EGF block
COc1ccc(NC(=O)Cn2nc([N+](=O)[O-])c(Cl)c2C)cc1OC | 7%[57.5 µM]
COc1ccccc1NC(=O)COC(=O)/C=C/c1ccc2c(c1)OCO2 | 2%
Cc1nnc(SCC2=C(C(=O)O)N3C(=O)[C@@H](NC(=O)Cn4cnnn4)[C@@H]3SC2)s1 | -13%[25.7 µM]
O=C(CCCN1C(=O)/C(=C/c2ccccc2Cl)SC1=S)Nc1ccccn1 | 16%
Cc1ccc(NC(=O)CN(C)CC(=O)Nc2ccccc2-c2ccccc2)cc1 | -1%
COc1cc(/C(C)=N/NC(=O)C(O)(c2ccccc2)c2ccccc2)ccc1O | -19%
O=C(Nc1cccc(F)c1)N1CCC2(CC1)CCN(C(=O)c1ccncc1)CC2 | 1%
O=C(O)C1=C[C@@H](C2CCCCC2)C[C@@H](OCc2ccc(CO)cc2)O1 | -17%[57.5 µM]
CCN(CC)S(=O)(=O)c1cc(NS(=O)(=O)c2cccc(Cl)c2)ccc1C | -2%
COc1c2ccoc2cc2oc(=O)ccc12 | 14%&15%
Cc1nc(NC(=O)/C=C/c2ccccc2)sc1C(=O)N1CCCCC1 | -5%
COc1cc(C(O)c2nc3ccccc3s2)cc(OC)c1OC (stereo not drawn) | -10%[57.5 µM]
CN(C)c1ccc(C2CNC(c3ccc(Cl)c([N+](=O)[O-])c3)c3[nH]c4ccccc4c32)cc1 (stereo not drawn) | ?
CNC(=O)c1sc(=S)n(-c2ccc(OC)cc2)c1N | -5%
C#CCOCCOCCOCCNc1nc(OC)nc(N2CCN(C(=O)[C@H](CCCCN)n3cc(C(N)CO)nn3)CC2)n1 (stereo partly drawn) | 1%[57.5 µM]
O=C(O)C1SCCN1S(=O)(=O)c1ccc2ccccc2c1 (stereo not drawn) | 3%
COc1ccc(OCC(=O)N/N=C/c2ccncc2)cc1 | -2%
Cn1c(=O)n(C)c2cc([N+](=O)[O-])c(N3CCN(CCO)CC3)cc21 | -3%
Cc1cccc(NC(=S)NC2CCCCCC2)c1C | -6%
C=C(C)C(=O)Nc1nnc(-c2cccs2)s1 | 9%
CCOCCCn1c(C)nc2c(c1=O)c1nc3ccccc3nc1n2-c1ccc2c(c1)OCCO2 | 2%[57.5 µM]
CS(=O)(=O)NCCCc1ccccc1 | -6%
COC(=O)c1ccc2c(=O)n(CCCCCC(=O)O)c(=S)[nH]c2c1 | -3%
CC(C)CN1C=C2C(=O)C(C)(OC(=O)C3CCCC3)C(=O)C=C2C=C1c1ccsc1 (stereo not drawn) | 8%[57.5 µM]
CCCCCCNC1=NCCS1 | -7%
O=C(COC(=O)C1=COCCO1)Nc1ccccc1 | -6%[57.5 µM]
Cc1c(CCOC(=O)CC23CC4CC(CC(C)(C4)C2)C3)sc[n+]1CC(=O)c1ccccc1 | ?
O=C(Nc1nc2ccccc2s1)c1ccc(N2CCCCC2)c([N+](=O)[O-])c1 | ?
Cc1[nH]c2ccccc2c1C(=O)COC(=O)Cn1c(C(F)(F)F)nc2ccccc21 | 4%
CCOC(=O)C(Cc1ccc(OC)c([N+](=O)[O-])c1)NC(=O)CCC(=O)Nc1ccc(OC)cc1 (stereo not drawn) | 0%
O=C(O)C1Nc2c(O)cccc2C2C=CCC12 (stereo not drawn) | -4%
CCN(CCn1cccn1)C(=O)CCc1nnc(C2(c3ccc(Cl)cc3)CCC2)o1 | -13%
CC(C)[C@H](NC(=O)c1ccco1)C(=O)OCC(=O)c1ccc2c(c1)NC(=O)CO2 | -11%
COc1ccc(N/C=C/C(=O)c2ccc(OC)c(OC)c2)cc1 | -7%[57.5 µM]
Cc1ccc(-c2csc(NC(=O)CSc3nc4ccccc4[nH]3)n2)cc1 | ?
O=C(O)CCCNS(=O)(=O)/C=C/c1ccccc1 | 1%
CC1CCCCC1NC(=O)CN1C(=O)c2cccc(N)c2C1=O (stereo not drawn) | 2%
CCN(CC)CCOC(=O)c1ccc(Cl)cc1Cl | 18%
NCCOc1ccc(C2CCCCC2)cc1 | 3%
COc1ccc(CCNC(=O)CO/N=C/c2cc3c(cc2Br)OCO3)cc1OC | 5%
Cc1ccc(CS(=O)(=O)CCC(=O)NCCC2=CCCCC2)cc1 | 6%
O=C(NNC(=O)C1CCN(S(=O)(=O)c2cccc(C(F)(F)F)c2)CC1)C1CC1 | 0%
COc1ccc(C(=O)/C=C/c2ccc(OC)c(Cn3nnc4ccccc43)c2)cc1 | -4%
Cc1ccc(-c2cc(=O)c3cc(F)ccc3[nH]2)cc1 | 2%
CN(C)c1ccc(S(=O)(=O)NCC(=O)OCC(=O)Nc2cc(Cl)cc(Cl)c2)cc1[N+](=O)[O-] | 3%
CN1CCN(C(=O)/C=C/c2cn(-c3ccccc3)nc2-c2ccc3c(c2)OCCO3)CC1 | 3%
O=C(/C=C(\c1ccccc1)n1cncn1)c1ccccc1 | -7%
COCCNC(=O)/C(C#N)=C/c1ccc(O)c([N+](=O)[O-])c1 | -18%
CCOc1ccc2nc(/N=C/c3c(C)[nH]n(-c4ccc(C)cc4)c3=O)sc2c1 | 0%
COc1ccccc1C(=O)NCCc1c(C)[nH]c2c(C)ccc(F)c12 | 12%
CC(=O)N1N=C(c2ccccc2)OC12CCCC2 | -4%
COc1ccc2c(c1)C(C)=CC(C)(C)N2S(=O)(=O)c1ccc(Br)cc1 | -4%
O=C(CN1CCOCC1)N/N=C/c1ccco1 | -2%
CCCOP(=O)(OCCC)C(NC(=O)C(C)(C)C)c1ccccc1 (stereo not drawn) | 5%
COc1ccc(N2CCN(C(=O)CCN3C(=O)C4C5C=CC(C5)C4C3=O)CC2)cc1 (stereo not drawn) | -6%[57.5 µM]
O=C(Nc1ccc(N2CCCC2)c(Cl)c1)c1cccnc1 | 6%
CCN1CCc2c(OCc3ccc(C)cc3)cccc2C1=O | -2%
COc1ccc(CNC2CCCc3ccccc32)cc1OC (stereo not drawn) | 0%
Cc1ccc(C(=O)N/N=C\c2cccs2)cn1 | -1%
CC(=O)n1cc([C@@H]2C=C(C(=O)N3CCN(Cc4ccc5c(c4)OCO5)CC3)O[C@H](OCCCCO)C2)c2ccccc21 | 3%[57.5 µM]

An excerpt from above in order of length of the SMILES, rising.
SMILES | ERK EGF block
O=C(/C=C(\c1ccccc1)n1cncn1)c1ccccc1 | -7%
O=C(O)C1SCCN1S(=O)(=O)c1ccc2ccccc2c1 (stereo not drawn) | 3%
COc1ccccc1C(=O)NCCc1c(C)[nH]c2c(C)ccc(F)c12 | 12%

(listing goes on)
SMILES | ERK EGF block
N#C/C(=C/c1ccc(-c2ccccc2[N+](=O)[O-])o1)C(=O)NCCN1CCCCC1 | -5%[57.5 µM]
COCCNC(=O)C(OC(=O)c1nsc(Cl)c1Cl)C(C)C (stereo not drawn) | 5%
CCCCCC(O)CCCC(=O)O (stereo not drawn) | 11%
CC(O)[C@H]1CNC(=O)C(=O)N1CCc1cc(C(F)(F)F)cc(C(F)(F)F)c1 (stereo partly drawn) | 5%[57.5 µM]
COc1cccc(C(=O)OCCN2CCOCC2)c1 | -5%
O=S(=O)(Nc1ccncc1Cl)c1cccc(Cl)c1Cl | 3%[57.5 µM]
CC(=O)N1CCC2(CCCN(C(c3ccccc3)c3ccccc3)C2)CC1 | 6%
CC1(c2ccc3noc(-c4cccc(F)c4)c3c2)OCCO1 | -1%
COc1cc([N+](=O)[O-])cc(/C=N/NC(=O)c2ccc(C)nc2)c1O | -7%
Cc1ccc(C)c(-c2cc(C(=O)NN3CCOCC3)c3ccccc3n2)c1 | -9%
COC(=O)c1ccc2c(c1)C(=O)/C(=C/c1ccc(C)cc1)O2 | 5%
OC1(Cc2ccccc2)CCNCC1 | 9%&-17%[57.5 µM]
COc1ccc(N2C(=O)C3[C@@H](C2=O)C2(Cl)C(Cl)=C(Cl)C3(Cl)C2(OC)OC)cc1 (stereo partly drawn) | 7%
CCCN1CCC(NC(=S)Nc2ccc(S(N)(=O)=O)cc2)CC1 | 3%
Cc1cccc(Oc2cnn(C(C)(C)C)c(=O)c2Cl)c1 | -5%
COc1ccc(-c2nnn(CC(=O)N(Cc3ccco3)C(C(=O)NCC3CCCO3)c3ccco3)n2)cc1 (stereo not drawn) | 2%
O=C(CN1C(=O)NC2NC(=O)NC21)N/N=C/c1ccc(F)cc1 (stereo not drawn) | 4%
COc1cc2c(cc1OC)CC(=O)N(C)CC2 | -4%
COc1cccc(NC(=O)c2cc(-c3ccncc3)nc3c(C)cc(C)cc23)c1 | -6%
Cn1cnc([N+](=O)[O-])c1Sc1ccc(C(C)(C)C)cc1 | -4%[57.5 µM]

Quoted at random: two records from the list.
SMILES | ERK EGF block
COC(=O)c1ccc2c(c1)C(=O)/C(=C/c1ccc(C)cc1)O2 | 5%
OC1(Cc2ccccc2)CCNCC1 | 9%&-17%[57.5 µM]

(next part)
SMILES | ERK EGF block
Cn1nc([N+](=O)[O-])nc1Oc1ccccc1C(=O)N1CCOCC1 | -1%
CC(=O)C1=C(C)N(Cc2ccccc2)C(=O)N[C@H]1c1cccs1 | 2%&6%
CCN(CC)CCOC(=O)c1ccc(N/C=C(/C#N)c2nc(-c3ccc(OC)cc3)cs2)cc1 | 3%[57.5 µM]
COCCCn1c(=O)/c(=C\c2cccc(OC)c2OC)s/c1=C(/C#N)C(=O)Nc1ccc(C(=O)O)cc1 | -6%[57.5 µM]
COc1ccc(/C=C/C(=O)N2CCNC(=O)C2)c(OC)c1 | -10%
O=C(CC1C(=O)NCCN1C(=O)Nc1ccc(F)cc1F)Nc1ccc(F)cc1 (stereo not drawn) | -1%[57.5 µM]
CC(=O)NCc1cc(-c2ccc(Cl)cc2)no1 | -19%
Cc1c(Cl)cccc1N1C(=O)CC(NNC(=O)c2cccs2)C1=O (stereo not drawn) | -5%
COc1cc(NC(=O)C2=C(N3CCOCC3)/C(=C\c3ccc(Cl)cc3Cl)CC2)cc(OC)c1OC | 2%
O=c1[nH]cc(COCC(F)CCl)c(=O)[nH]1 (stereo not drawn) | -13%[57.5 µM]
Cn1c2c(c(=O)n(C)c1=O)NC1(N2)C(=O)Nc2ccccc21 (stereo not drawn) | -9%[57.5 µM]
CCCCC/C=C\C[C@@H](O)/C=C/C=C/C=C/[C@@H](O)CCCC(=O)O | -15%
O=c1/c(=C\c2cc([N+](=O)[O-])cc([N+](=O)[O-])c2O)sc2nc3ccccc3n12 | ?
COc1cccc(NC(=O)COc2nc3ccccc3nc2C)c1 | -4%
C=CCNc1nc2c(c(=O)n(C)c(=O)n2C)n1CC | 6%
COc1ccc(/C=N/NC(=O)CN2CCSCC2)cc1C | 11%
COCCn1nnnc1C(CC(C)C)N1CCN(c2nc3ccccc3s2)CC1 (stereo not drawn) | 10%
CCCCC(=O)NC(=S)Nc1cccc(NC(=O)c2ccccc2)c1 | 0%
CC(C)n1nnnc1SCC(=O)Nc1ccc2c(c1)OCCO2 | -3%[57.5 µM]
COc1ccccc1-c1nnc(NC(=O)c2ccc3c(c2)OCO3)s1 | 2%
COc1ccc(C=O)cc1Cn1ccnc1C | -1%
Cc1ccc(S(=O)(=O)/N=C(/Nc2ccccn2)c2ccc(Cl)cc2)cc1 | -20%
Cc1nc(C)c(C(=O)Nc2ncc([N+](=O)[O-])s2)o1 | -8%
COCCn1c(SCC(=O)Nc2cc(C(C)(C)C)nn2-c2ccccc2)nnc1-c1ccncc1 | -2%
CC(C)Oc1cccc(-n2c(CCc3c[nH]c4ccc(Br)cc34)nc3ccccc3c2=O)c1 | -4%
CC(NC(=O)C1(S(=O)(=O)c2ccc(Cl)cc2)CC1)c1ccccc1 (stereo not drawn) | 4%
Cc1ccn2c(NC3CCCC3)c(-c3ccncc3)nc2c1 | -5%
CC(=O)c1ccccc1OCCOCCOc1ccccc1C(C)=O | 16%
O=C(N/N=C/c1c(Cl)[nH]c2ccccc12)c1ccc2c(c1)OCCO2 | -2%[57.5 µM]
CCOC(=O)CN1C(=O)N[C@@H](c2ccccc2)C(C(C)=O)=C1C | -2%&10%
CC(C)(C)c1csc(SCC(=O)Nc2ccc(Cl)cn2)n1 | 1%
COCCn1c(SCC(=O)c2c(N)n(C)c(=O)n(C)c2=O)nc2ccccc21 | -1%
CC(C)n1c(-c2cccnc2)nc2cnccc21 | 0%
C#CCOCCOCCOCCNc1nc(N2CCN(C(=O)[C@H](CCCCN)n3cc([C@@H](N)C(C)CC)nn3)CC2)nc(N2CCN(C(=O)[C@H](Cc3ccc(O)cc3)n3cc([C@@H](N)C(C)CC)nn3)CC2)n1 (stereo partly drawn) | 11%[57.5 µM]
COc1cc(NC2c3ncccc3C(=O)N2Cc2ccco2)cc(OC)c1OC (stereo not drawn) | -4%
COc1ccc2nc(NC(=O)c3cc(C)oc3C)sc2c1 | 8%
CC1C(=O)NN=C1C(=O)N/N=C/c1ccco1 (stereo not drawn) | 2%
CCOC(CNC(=O)c1ccc2c(c1)ncn2-c1cccc(F)c1)OCC | ?
COCCN1CCC(CNCc2c(C(=O)N3CCCCC3)nc3c(C)cccn23)C1 (stereo not drawn) | -5%[57.5 µM]

Some of the entries above in a different format.
SMILES,ERK EGF block
COCCn1c(SCC(=O)c2c(N)n(C)c(=O)n(C)c2=O)nc2ccccc21,-1%
CC(C)n1c(-c2cccnc2)nc2cnccc21,0%
C#CCOCCOCCOCCNc1nc(N2CCN(C(=O)[C@H](CCCCN)n3cc([C@@H](N)C(C)CC)nn3)CC2)nc(N2CCN(C(=O)[C@H](Cc3ccc(O)cc3)n3cc([C@@H](N)C(C)CC)nn3)CC2)n1 (stereo partly drawn),11%[57.5 µM]
COc1cc(NC2c3ncccc3C(=O)N2Cc2ccco2)cc(OC)c1OC (stereo not drawn),-4%
COc1ccc2nc(NC(=O)c3cc(C)oc3C)sc2c1,8%
CC1C(=O)NN=C1C(=O)N/N=C/c1ccco1 (stereo not drawn),2%
CCOC(CNC(=O)c1ccc2c(c1)ncn2-c1cccc(F)c1)OCC,?
